Screens as filed in PubChem.
IL-1B inflam inh: qHTS for Inhibitors of Inflammasome Signaling: IL-1-beta AlphaLISA Primary Screen; THP-1 LPS/ATP IL-1B secretion, AlphaLISA, 16 h; active compounds read low; activity change, % at 57.5 µM; actives 4.7% (n = 360,000); in the data active = activity change below about -50%; inconclusive = mostly about -30% to -49%; note: % is set by controls: 0 for no effect and ±100 for the full control effect
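THP-1 cells pretreated 1 hr with compounds (up to 57.5 uM final), then stimulated with LPS (250 ng/mL final) plus ATP (1.25 mM final); secreted IL-1B measured by AlphaLISA after 16 hr, decreased signal indicating inhibition.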
TGFb SMAD3 inh: qHTS for Inhibitors of TGF-b. actives 1.2% (n = 410,000). Potency, µM (doses to about 46.1 µM), without a hit: at the highest dose activity, negative = inhibition, most hits filed as inhibitors. HepG2 CAGA-GFP TGF-b/SMAD3 reporter, GFP fluorescence, 18 h; TGF-beta stimulated, 500 pg/mL final; note: potency is the fitted concentration of half-maximal effect; % is set by controls: 0 for no effect and ±100 for the full control effect; nearly all actives have a fitted effect of over 65% in size
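Cell-based qHTS in HEPG2 carrying a CAGA-GFP Smad reporter; compounds added before 500 pg/mL final TGF-beta, 18 h incubation at 37 degrees C, GFP fluorescence quantified per cell by imaging cytometry.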
Nrf2 ARE act: qHTS of Nrf2 Activators | AREc32 ARE-luciferase reporter (MCF7-derived line), luminescence, 24 h | Potency, µM (highest dose often 46.1 µM), for inactives: top-dose activation, hits mostly activators | actives 0.31% (n = 410,000) | AID 624171, 2012; note: potency is the fitted concentration of half-maximal effect; % of control where 0% means no effect; nearly all actives have a fitted effect of over 65% in size
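For detection, Steady-Glo was added and plates sat 30 min at RT; before that, AREc32_Fluc cells grown overnight in OPTI-MEM/5% FBS had been treated with 23 nL compound for 24 hr at 37 deg C.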
Nrf2 inh: Nrf2 qHTS screen for inhibitors; Potency, µM (titrated, usually from 46 µM), without a hit: top-dose activity change, negative = inhibition, actives largely listed as inhibitors; A549 ARE-Fluc reporter, luciferase luminescence, 18-24 h; actives 2.1% (n = 360,000); note: potency is the fitted concentration of half-maximal effect; % is set by controls: 0 for no effect and ±100 for the full control effect; nearly all actives have a fitted effect of over 60% in size
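Quantitative HTS in A549 cells stably bearing an antioxidant response element-firefly luciferase construct. Inhibition of Nrf2-driven transcription was scored by luminescence after 18-24 h of compound exposure at 37 °C.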
MCF10A rereplic: A quantitative high throughput screen for small molecules that induce DNA re-replication in MCF 10a normal breast cells | Potency, µM (highest dose often 46.1 µM), for inactives: top-dose activity, positive = re-replication, usual class: activators | MCF 10A DNA re-replication, Hoechst nuclear intensity, 48 h | actives 2.9% (n = 350,000) | AID 624296, 2012; note: potency is the fitted concentration of half-maximal effect; % of control where 0% means no effect; nearly all actives have a fitted effect of over 50% in size
A549 tox: Nrf2 qHTS screen for inhibitors: counterscreen for cytotoxicity; A549 ARE-Fluc cells, CellTiter-Fluor viability, 18-24 h; Potency, µM (doses to about 46 µM), inactives show at the top dose activity change, negative = cytotoxicity, usual class: inhibitors; actives 0.16% (n = 390,000); AID 504648, 2011; note: potency is the fitted concentration of half-maximal effect; % is set by controls: 0 for no effect and ±100 for the full control effect
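A549 ARE-Fluc cells in 5% FBS OPTI-MEM, 5000 cells/well, rested 2 h then exposed to compounds in concentration-response for 18-24 h at 37 °C. Viability by CellTiter-Fluor fluorescence (Ex 405/Em 525) after 30 min; luciferase luminescence (BugLite, 15 min, RT) read afterwards.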
HepG2 viability: qHTS for Inhibitors of TGF-b: Cytotox Counterscreen. HepG2 CAGA-GFP viability, ATP luminescence, 18 h. Potency, µM (highest dose often 46.1 µM), for inactives: at the highest dose activity change, negative = cytotoxicity, hits mostly cytotoxic. actives 0.76% (n = 410,000). AID 588856, 2011; note: potency is the fitted concentration of half-maximal effect; some results filed as inactive show a strong effect at the top dose
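HepG2 CAGA-GFP cells (1000/well, DMEM with 1% FBS) received compound, then TGF-beta at 500 pg/mL final, and were incubated 18 hours at 37 degrees C. Viability was read by CellTiter-Glo luminescence. Media-only wells were set as complete cell-killing and DMSO as no toxicity.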
ATXN2 expr inh: Primary qHTS for Inhibitors of ATXN expression | HEK-293 ATXN2-luciferase reporter, luminescence, 24 h | actives 0.72% (n = 360,000) | Potency, µM (highest dose often 57 µM), inactives show top-dose activity change, negative = inhibition, hits mostly inhibitors; note: potency is the fitted concentration of half-maximal effect; % is set by controls: 0 for no effect and ±100 for the full control effect; nearly all actives have a fitted effect of over 55% in size
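qHTS (up to 57 uM final) was run with 24 h compound exposure of reporter cells at 37 °C. Each well was multiplexed: SteadyGlo luminescence measured ATXN2-luciferase expression after a fluorogenic Gly-Phe-AFC viability readout (25 uM final).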
S2 tox: Viability Counterscreen for Primary qHTS for Inhibitors of ATXN expression; S2 cells (HEK-293 line with an ATXN2-luciferase reporter) viability, CellTiter-Fluor protease fluorescence, 24 h; Potency, µM (top dose mostly 56.7 µM), hits mostly cytotoxic; actives 0.49% (n = 400,000); AID 651635, 2014; note: potency is the fitted concentration of half-maximal effect; nearly all actives have a fitted effect of over 40% in size
Starred values were filed as active, the others as inactive; i = inactive; u = inconclusive; x = no result given; & = joins results of further samples; [ ] = dose if it differs, or a comment. Unless noted, calls come from the whole dose curve; as a rule, active = well fitted curve in the direction sought with a large enough effect; inconclusive = small, poorly fitted or top-dose-only effect, or another doubt; inactive = no such curve, though single readings can be large; an effect the other way counts as inactive or inconclusive.

SMILES | IL-1B inflam inh | TGFb SMAD3 inh | Nrf2 ARE act | Nrf2 inh | MCF10A rereplic | A549 tox | HepG2 viability | ATXN2 expr inh | S2 tox
CCCC(=O)Nc1ccccc1NC(=O)CN(C)S(=O)(=O)c1ccc(C)cc1 | 0 | -7% | -0.2% | -1% | 1% | -13% | 13µM* | 4% | i
CC(C)NC(=S)N/N=C/c1cccs1 | -1 | u | 0.3% | -27% | 3% | -9% | -15% | 1% | i
Cn1nnnc1SCc1c(F)cccc1F | 11 | 28% | -0.9% | 8% | 1% | -16% | -2% | 9% | i
Cn1c(-c2ccccn2)[n+](C)c2ccccc21 | 32 | -12% | -1.2% | 5.2µM* | 3% | -8% | -17% | -20%[11.3 µM] | i
COc1ccc(C(=O)Nc2nc3c(s2)Cc2cc(OC)ccc2-3)cc1 | -53* | -12%&-6% | 0.8%&0.4% | u | -5% | -12%&1% | -18%&-15% | -25% | i
O=C(NCCc1c[nH]c2ccccc12)/C(=C\c1cccnc1)NC(=O)c1ccccc1Br | 0 | -13% | -0.7% | u | 10% | -5% | -39% | x | i
COC(=O)c1ccc(CSc2nc3c(c(=O)n2-c2ccc(C)cc2)SCC3)o1 | 14 | -14% | 6.5% | u | 5% | -2% | -15% | 0% | i
O=C(Nc1ccc(COc2ccccc2)cc1)Nc1cccc(C(=O)O)c1 | 3 | -11% | -0.5% | u | -5% | 2% | 0% | x | u
CC1CN(c2ccccc2)CCN1C(=O)c1cc(COc2c(F)cccc2F)on1 (stereo not given) | 22 | -20% | -0.3% | 9% | 1% | 1% | -12% | 7% | i
CCOc1ccccc1CNC(=O)c1ccc2c(c1)N(CC)CCS2 | -23 | -15% | 0.5%&0.3% | -11%&-11% | 0% | -1%&-2% | -51%&-9% | -26% | i
COc1cc(Cl)c(C)cc1NC(=O)c1cc(S(=O)(=O)N(C)C)ccc1N1CCCC1 | u | -9% | 0.5% | -8% | 2% | 11% | 3% | 3% | i
Cc1cc(C)cc(OCC(=O)N/N=C/c2ccncc2)c1 | -1 | -13% | -0.2% | 5% | 0% | 13% | -10% | -11% | i
COc1ccc(N=Nc2c(C)[nH][nH]c2=O)cc1 | -11 | 0% | 4.9% | 28% | 0% | -16% | -6% | 6%[11.3 µM] | i
COc1cc(/C=C/C(=O)OCC(=O)N2CCN(C(=O)c3ccco3)CC2)ccc1O | 7 | 0% | 1.7% | 2% | 3% | -7% | 7% | 9% | u
CNC(=O)c1cc2c(=O)n3cccc(C)c3nc2n(C(C)C)c1=N | 4 | 0% | 0.1% | 10% | 3.7µM* | u | 0% | -16% | x
Cc1cc(C)c(S(=O)(=O)Oc2ccccc2[N+](=O)[O-])c(C)c1 | -4 | u | 4.5% | -1% | 6.5µM* | -10% | -9% | -13% | u
CN(C)C(=O)c1nnsc1Sc1ccc(Cl)cc1 | -12 | -1% | 0.1% | 12% | u | 10% | 7% | 27% | i
CCCCn1cnc2c(SCc3ccc(Br)cc3)nc(N)nc21 | -84* | 18% | 5.4% | 18µM* | u | -19% | -23% | -18% | i
O=C(Nc1ccccc1N1CCN(C(=O)c2ccccc2)CC1)c1cccc(Cl)c1 | 0 | u | 0.3% | u | u | -6% | -7% | x | i
COc1ccc(OC)c(S(=O)(=O)NCCc2csc(-c3cccnc3)n2)c1 | -2 | -2% | 3.5% | 10% | -3% | 13% | 3% | x | i
C=CCNC(=S)N/N=C/c1ccc(C(C)(C)C)cc1 | 18 | u | 3.2% | 0% | 9% | -1% | -35% | -25% | i
CCN(c1ccccc1)S(=O)(=O)c1cccc(C(=O)OCC(=O)c2c(N)n(C)c(=O)n(C)c2=O)c1 | 0 | u | 0.5% | u | 1% | -5% | -10% | x | i
COc1ccccc1N1CCN(C(=O)C2CCC(Cn3c(=S)[nH]c4ccccc4c3=O)CC2)CC1 (stereo not given) | 30 | u | 0.4% | u | u | -6% | -14% | x | x
O=C(Nc1nc2ccccc2[nH]1)c1ccc(Cl)c([N+](=O)[O-])c1 | -1 | 12% | u | u | -31%[inhibitor] | 2% | -4% | 22%[11.3 µM] | i
Cc1ccc(NC(=O)C(C)OC(=O)COc2cccc(C(F)(F)F)c2)cc1S(=O)(=O)N1CCOCC1 (stereo not given) | 9 | -3% | -0.7% | -8% | -2% | 3% | 5% | 4% | i
Cc1cccc(N2C(S)=C(C#N)C(=O)NC2c2ccco2)c1 (stereo not given) | 12 | -12% | 2.8% | -4% | u | -5% | -2% | -18% | i
CC(C)c1nnc(N2C(=O)C(O)=C(C(=O)c3cccs3)C2c2ccccc2)s1 (stereo not given) | 23 | 17% | -0.2% | 6% | 3% | -24% | -1% | 34%[activator] | i
CC1CCC(N(CCCN)Cc2ccco2)CC1C (stereo not given) | u | -4% | -0.6% | -11% | -5% | 1% | -3% | -6% | i
Cc1ccccc1-c1nnc(CN2CCN(c3cccc(C)c3C)CC2)o1 | x | u | -0.2% | -15% | x | 2% | -16% | 1% | i
Fc1cccc(Cl)c1Cn1nnc2c(NCc3ccccn3)ncnc21 | -59* | -1% | 0.8% | -19% | -2% | 2% | -4% | -1% | i
COc1ccccc1NC(=O)c1ccc(NC(=O)C2CC2)cc1 | -17 | -12% | 0.1% | -13% | 7% | 8% | -9% | -8% | i
COc1ccc(CN2CCN(CC3CC3)CC2CCO)cc1C (stereo not given) | -12 | 24% | -0.3% | -3% | -1% | -7% | 0% | x | i
COCCCN1C(=O)C(CC(=O)NCc2cccc3ccccc23)CC(C(=O)N(C)C)=C1C (stereo not given) | -2 | 1% | 0.4% | x | x | x | -86% | 9% | i
Cn1c(SCC(=O)NCc2ccco2)nnc1C1CC1 | 11 | -7% | 2.3% | 8% | 14% | 0% | -24% | x | u
CC1(C)CC2(C)OC(=N)C1(C#N)C2(C#N)C#N (stereo not given) | -101* | 16µM* | u | u | 23µM* | 0% | 16% | u | u
Cc1nc(SCC(=O)NCc2ccco2)nc(C)c1C | 14 | 0% | -0.1% | u | -2% | x | 1% | -7% | u
CCCC(=O)Nc1sc(C(=O)OC)c(C)c1C(N)=O | 16 | -2% | -0.7% | -12% | 17% | -6% | -44% | 7% | i
C(=C\c1ccccc1)/CSc1nnc(-c2cnccn2)n1Cc1ccco1 | -2 | -13% | -0.3% | 2% | 1% | 7% | -5% | -19% | i
O=C(Nc1ccc(-c2ccccc2)cc1)c1ccc2c(c1)S(=O)(=O)c1ccccc1C2=O | 13 | -1% | -0.8% | -5% | -2% | -4% | -10% | -18% | i
COC(=O)c1ccc(CNC(=O)Cn2cc(C)c(=O)[nH]c2=O)cc1 | 15 | 24% | -1.1% | -8% | -1% | -3% | 5% | 4% | i
Cn1c(N)cc(-c2ccc(F)cc2)c(C#N)c1=O | 33 | 3% | -0.4% | 14% | u | -1% | 5% | 4% | i
CCOC(=O)c1sc2nc(C)nc(NCc3ccccc3)c2c1C | -26 | 0% | 5.2% | u | u | -9% | -17% | x | i
CCc1nc2ccccc2c(C(=O)OCC(=O)NC2CC2)c1C | -23 | 0% | 0.3% | -19% | -3% | -4% | 5% | -8% | i
CC1CN(Cc2cn(C)nc2-c2ccc(Oc3ccccc3)cc2)CCN1C (stereo not given) | -64* | 29% | -0.1% | -15% | u | -9% | -3% | -26% | i
Cc1cccn2c(=O)c(C=O)c(N3CCCCCC3)nc12 | -7 | u | -0.1% | 4% | u | u | -4% | -6% | i
O=C(Nc1ccccc1)c1sccc1Oc1ccc([N+](=O)[O-])cc1F | -11 | -7% | 0.4% | u | 3% | u | -18% | -23% | i
OCC1(CCOc2ccccc2)CCN(Cc2ccc3c(c2)OCCO3)CC1 | 0 | 21% | -1.0% | 5% | 0% | -4% | 0% | x | i
Nc1cc(Cl)cc2c1-c1ccc(Cl)cc1C2 | 8 | -4% | 14% | 14% | u | -7% | 0% | -6% | i

Nrf2 inh, hit marks shown above
mol	IL-1B inflam inh	TGFb SMAD3 inh	Nrf2 ARE act	Nrf2 inh
Cn1c(-c2ccccn2)[n+](C)c2ccccc21	32	-12%	-1.2%	5.2µM*
CCCCn1cnc2c(SCc3ccc(Br)cc3)nc(N)nc21	-84*	18%	5.4%	18µM*

(continued)
SMILES | IL-1B inflam inh | TGFb SMAD3 inh | Nrf2 ARE act | Nrf2 inh | MCF10A rereplic | A549 tox | HepG2 viability | ATXN2 expr inh | S2 tox
CN(C)c1ccc(N=C/C=C2\N(C)c3ccccc3C2(C)C)cc1 | -89* | u | -1.4% | u | u | u | -39% | -1% | u
CCCCN(C)CCCNC(=O)Cn1nc(CC)n2c(cc3sc(C)cc32)c1=O | x | -12% | -0.4% | 2% | x | -21% | -13% | x | x
COc1ccc(C(=O)CNC2=NCCC2)cc1 | 13 | 8% | 0.2% | 3% | 2% | 3% | 15% | -11% | i
COc1cccc(C(=O)NCCNC(=O)c2ccc(C)nc2)c1 | 24 | 1% | 0.5% | 9% | -15% | 2% | -3% | -5% | i
CCOC(=O)C1C(=O)C=C(N2CCOCC2)CC1c1cccc(OC)c1 (stereo not given) | 9 | -7% | -0.3% | 16% | -4% | -1% | -3% | 16% | i
COc1cc2[nH]c(=O)n(CCCC(=O)NCc3ccccc3)c(=O)c2cc1OC | x | -6% | 0.3% | -6%[9.27 µM] | x | 1% | 2% | -2% | i
